Luc counter = blocks Kinase-Glo luciferase, a counter-screen artifact; Q27757; Kinase-Glo luciferase, ATP luminescence, 8 min; Potency, µM (top dose mostly 38.3 µM), for the others: at the top dose activity change, negative = inhibition, usual class: inhibitors; 200,000 tested, 0.28% active; AID 1379; also: potency is read from the fitted curve at half-maximal effect; % is scaled to controls: 0 for no effect and ±100 for the full control effect; nearly all actives have a fitted effect of over 60% in size
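Light output from Kinase-Glo luciferase with luciferin and 10 uM ATP in 50 mM imidazole pH 7.2, KCl, MgCl2, Tween 20, BSA; compound pin-delivered, 8-min ambient incubation, then luminescence read.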
Lamin A splicing = modulators of lamin A splicing. HeLa LMNA splicing GFP/RFP minigene ratio, 48 h. Potency, µM (titrated, usually from 46.1 µM), without a hit: at the highest dose ratio change, negative = inhibition, hits mostly inhibitors. 200,000 tested, 0.01% active. AID 1487; active = well fitted inhibition curve with a large enough effect in the signal ratio, with a control signal flat, not every such curve was filed as active; inconclusive = small, poorly fitted or top-dose-only effect, or effect the other way, or a change in a side signal; the % refers to the signal ratio; also: potency is read from the fitted curve at half-maximal effect; % is scaled to controls: 0 for no effect and ±100 for the full control effect
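S3 HeLa stable clones carrying a lamin A-EGFP splicing minigene plus DsRed2 were seeded at 600 cells/well in Opti-MEM with 2% FBS, pin-dosed and incubated 48 h at 37°C. Acumen cytometry (488 nm) gave the GFP/RFP total-intensity ratio.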
IMPase Li inh = membrane-permeable IMPase blocker, potentiated with lithium; CHO-M1 cells, IP1 TR-FRET (IP-One), carbachol + lithium; Potency, µM (series often up to 59.4 µM), without a hit: at the highest dose activity, negative = IMPase inhibition, hits mostly inhibitors; 210,000 tested, 0.35% active; AID 1457;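 also: IP1 builds up when IMPase is blocked and the TR-FRET signal falls; potency is read from the fitted curve at half-maximal effect; plate controls were basal vehicle for no effect and high inhibitor control for full effect; nearly all actives have a fitted effect of over 50% in size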
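Lithium-sensitised IP1 accumulation assay; M1-expressing CHO cells treated 30 min at 37C with compound. Competitive antibody detection by time-resolved FRET followed a 10 min room-temperature lysis step.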
CBFb-RUNX1 inh = blocks binding between human CBF-beta and RUNX1 | Potency, µM (top dose mostly 59.8 µM), for inactives: top-dose activity, negative = inhibition, actives largely listed as inhibitors | 230,000 tested, under 10 active | Q01196+Q13951 | AlphaScreen CBFb-His/RUNX1-biotin binding, biochemical; also: % of control where 0% means no effect
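AlphaScreen proximity signal reports loss of binding between His-tagged CBF-beta and biotin-labelled RUNX1, each at 30 nM. Proteins are pre-associated for 20 minutes, compounds added for 15 minutes, then beads for 90 minutes, all at ambient temperature.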
aGal spleen mod = inhibits or activates alpha-galactosidase in human spleen homogenate | 240,000 tested, 0.008% active | Potency, µM (series often up to 80 µM), without a hit: at the top dose activity change, negative = inhibition, most hits filed as inhibitors | P06280 | AID 2107 | human spleen homogenate, 4MU-alpha-Gal fluorescence, 40 min;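 also: potency is read from the fitted curve at half-maximal effect; 0% = enzyme with vehicle and -100% = no enzyme basal signal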
Target sequence (P06280 32-429 limits assumed): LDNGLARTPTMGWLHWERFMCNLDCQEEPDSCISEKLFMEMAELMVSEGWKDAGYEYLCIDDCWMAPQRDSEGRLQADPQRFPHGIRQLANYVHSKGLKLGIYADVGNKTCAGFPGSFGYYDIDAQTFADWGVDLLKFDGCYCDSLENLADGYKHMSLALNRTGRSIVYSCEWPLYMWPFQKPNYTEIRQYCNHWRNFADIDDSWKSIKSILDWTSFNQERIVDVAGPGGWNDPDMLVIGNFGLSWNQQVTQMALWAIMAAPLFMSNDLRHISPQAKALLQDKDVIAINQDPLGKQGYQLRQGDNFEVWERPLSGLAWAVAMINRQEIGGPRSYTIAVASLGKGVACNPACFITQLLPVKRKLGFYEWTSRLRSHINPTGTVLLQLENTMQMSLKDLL
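qHTS titration in buffer at pH 5.0. Alpha-galactosidase activity in spleen homogenate was measured via 4-methylumbelliferone release from 1 mM fluorogenic substrate after 40 min at 37C and a pH 10 stop. AC50 came from Hill fits of control-normalized data.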
NPSR antagonist = neuropeptide S receptor (human) antagonism, cAMP | Q6W5P4 | CHO-NPSR cells, cAMP TR-FRET, antagonist mode | Potency, µM (titrated, usually from 38.3 µM), without a hit: at the top dose activity change, negative = inhibition, actives largely listed as inhibitors | 220,000 tested, 1% active | AID 1461; also: potency is read from the fitted curve at half-maximal effect; % is scaled to controls: 0 for no effect and ±100 for the full control effect; nearly all actives have a fitted effect of over 50% in size; many of its hits are not listed in these tables
Target sequence (Q6W5P4 whole entry, looked up): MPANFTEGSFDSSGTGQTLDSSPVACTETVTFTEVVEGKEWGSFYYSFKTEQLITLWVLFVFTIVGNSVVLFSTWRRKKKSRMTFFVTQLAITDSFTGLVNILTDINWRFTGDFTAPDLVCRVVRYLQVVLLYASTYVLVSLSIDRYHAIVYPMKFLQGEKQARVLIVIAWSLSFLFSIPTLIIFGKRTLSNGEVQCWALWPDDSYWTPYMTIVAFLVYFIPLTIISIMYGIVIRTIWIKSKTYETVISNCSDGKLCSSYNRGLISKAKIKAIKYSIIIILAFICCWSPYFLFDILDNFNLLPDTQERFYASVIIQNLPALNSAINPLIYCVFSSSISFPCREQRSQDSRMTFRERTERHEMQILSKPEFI
Epigenetic reg = derepresses silenced GFP reporter in murine cells | AID 1865 | 280,000 tested, 0.2% active | Potency, µM (series often up to 53.9 µM), inactives show at the top dose GFP activation, usual class: activators | murine LDR cells, GFP reporter derepression, 30 h; also: potency is read from the fitted curve at half-maximal effect; % of control where 0% means no effect; nearly all actives have a fitted effect of over 60% in size
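Murine LDR cells carrying a silenced, genomically integrated CMV-driven GFP reporter were exposed to compound for 30 hours at 37 C. After PBS washes, GFP-positive cells (20–120 um objects) were counted by laser-scanning microplate cytometry.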
* marks the source's active call; other numbers are inactive results; ? = inconclusive; · = not tested or not shown; & = joins results of further samples; [ ] = another dose, or the depositor's remark. Unless noted, calls follow the shape of the dose curve; as a rule, active = well fitted curve in the direction sought with a large enough effect; inconclusive = small, poorly fitted or top-dose-only effect, or another doubt; inactive = no such curve, though single readings can be large; an effect the other way counts as inactive or inconclusive. The list is partial. The share of hits here may be higher or lower than overall.

canonical_smiles,Luc counter,Lamin A splicing,IMPase Li inh,CBFb-RUNX1 inh,aGal spleen mod,NPSR antagonist,Epigenetic reg
O=C(NC1CCCCCCC1)c1cc(COc2ccc3ncccc3c2)on1,-3%,?,19%,0%,-1%,-26%,0.4%
Cc1cccc2sc(NC(=O)CN(C)S(=O)(=O)c3cccs3)nc12,0%,?,49%[activator][38.3 µM],1%,-1%,?,-3.4%
O=C(NCCCN1CCCCCC1)C1CCCN(S(=O)(=O)c2cccc3nsnc23)C1 (stereo not given),0%,12%[46 µM],8%,9%,21%,-28%,-1.8%
CC(C)OC(=O)C(C#N)c1nc2ccccc2nc1N1CCN(Cc2ccccc2)CC1 (stereo not given),-1%,-1%,?,1%,4%,-2%[46.1 µM],3.7%
C=C(C)CSc1nc2nc(C)c(Br)cc2[nH]1,-4%,0%,22%[38.3 µM],-2%,-1%,-3%[46.1 µM],3.1%
CCOC(=O)CSc1nc(=O)n2cc(C)ccc2n1,-3%,·,11%,4%,-19%,0%,-3.7%
CCCCCCCCCCCCS(=O)(=O)CCC(=O)O,·,·,·,2%,2%,18%,0.1%
O=C(NCc1ccco1)Nc1ccc(OC(F)(F)F)cc1,·,·,·,0%,7%,-4%,1.6%
Cc1cccc(CSc2ncc(CO)n2C)c1,-3%,1%,3%[38.3 µM],-1%,-4%,-6%[46.1 µM],0.0%
Cn1cc(/C=N/n2cnc3scc(-c4ccccc4)c3c2=O)c2ccccc21,-7%,?,7%[38.3 µM],-4%,4%,-13%[46.1 µM],2.3%
C/C(=C\C(=O)c1c(O)cc(C)oc1=O)N(C)C,-8%,-8%[46 µM],0%,5%,-2%,14%,-4.0%
COc1cc(NC(=O)c2ccc(C)cc2)c(OC)cc1NC(=O)CN1CCOCC1,2%,-5%,-6%[38.3 µM],6%,3%,-19%[46.1 µM],3.2%
O=C(CN(c1ccc(F)cc1)S(=O)(=O)c1ccc2c(c1)OCCO2)Nc1ccccc1,7%,18%,2%[38.3 µM],-3%,8%,?,-11%
C/C(CC(=O)Nc1ccc2c(c1)OCCO2)=N\NC(=O)C(=O)Nc1ccccc1C,-4%,-8%[46 µM],5%,-1%,-3%,2%,1.1%
Cc1cc(=O)oc2cc(OCC3CC(c4ccc(N(C)C)cc4)=NO3)ccc12 (stereo not given),·,-2%,·,0%,5%,-23%[46.1 µM],-9.7%
COC(=O)[C@@H](NC(=O)O[C@H]1C(=O)c2cc(OC)ccc2O[C@@H]1c1ccc(OC)c(Br)c1)C(C)C,0%,·,10%,-2%,-6%,·,-1.1%
C=CCn1c(SCc2nc3ccccc3[nH]2)nnc1-c1ccncc1,-6%,-2%,4%[38.3 µM],-5%,-2%,-16%[46.1 µM],-0.1%
COc1ccc(-c2csc(N3CCC(c4ccccc4)CC3)n2)cc1,0%,30%[46 µM],5%,3%,-8%,-15%,0.5%
O=C(COc1ccc(Br)cc1)N/N=C1\SCC(=O)N1c1ccc(F)cc1,1%,-5%,0%,1%,3%,1%,-1.0%
Nc1nnc(-c2cccnc2)s1,1%,0%,19%[38.3 µM],5%&2%,4%&3%,-6%[46.1 µM],1.9%&1.3%
Cc1cccc(N2CCN(C(=O)C(C)C)CC2)c1C,1%,-10%,11%[38.3 µM],2%,-3%,2%[46.1 µM],-0.7%
Cc1cc(C)cc(N(C(=O)CCC(=O)Nc2ccccn2)C(C(=O)NC(C)C)c2ccc(O)cc2)c1 (stereo not given),1%,?,5%,-7%,4%,2%,-0.9%
O=C(O)Cc1ccc(OCCNC[C@H](O)c2ccccc2)cc1,-2%,·,-7%,2%,-3%,·,-1.1%
O=C(NCc1ccc2c(c1)OCO2)C1CCCN(S(=O)(=O)c2cccnc2)C1 (stereo not given),0%,-17%,3%,4%,-5%,-10%,0.0%
CCOC(=O)Cn1cc(/C=N/NC(=O)CC#N)c2ccccc21,·,·,·,-6%,-1%,-26%,0.0%
COc1ccc(N2CCN(C(=O)c3ccc(SC)cc3OC)CC2)cc1,-2%,·,20%,-2%,-12%,-1%,-0.8%[10.1 µM]
Cc1cc(/C=C(\C#N)C(=O)NC2CC2)c(C)[nH]1,-12%,-10%,-7%,-11%,1%,14%,-1.1%
CCOC(=O)N1CCN(C(=O)c2ccc3nc(N4CCCCC4)sc3c2)CC1,-2%,2%,6%[38.3 µM],4%,4%,-15%[46.1 µM],1.8%
COCCN1C(=O)N[C@@H](CCc2ccccc2)C(C(=O)OC)=C1C,0%,·,13%,-2%,5%,·,-1.3%
O=C(Nc1cnc2ccccn2c1=O)c1ccc(Cl)cc1,-3%,0%,0%[38.3 µM],0%,0%,-7%[46.1 µM],1.9%
COc1ccc(OCCNC(=O)c2cccc(Oc3ccc(C(F)(F)F)cc3[N+](=O)[O-])c2)cc1,-3%,?,12%,6%,2%,-24%,0.0%
COc1ccc(Cl)cc1N1CC(C(=O)Nc2nccs2)CC1=O (stereo not given),4%,?,-8%[38.3 µM],6%,8%,-11%[46.1 µM],4.3%
CC(=O)Nc1ccc(CN2CCN(c3cccc(C(F)(F)F)c3)CC2)cc1,7%,13%,15%[38.3 µM],3%,2%,-7%[46.1 µM],0.5%
O=C(NC1CCCCCCC1)C1CCC(CNc2c(N3CCCC3)c(=O)c2=O)CC1 (stereo not given),1%,-5%,6%,-3%,-6%,9%,0.0%
O=[N+]([O-])c1ccc(O)c(/C=N/n2cnc3ccccc32)c1,2%,-1%,12%,4%,-2%,-18%[46.1 µM],1.3%
COC(=O)C/C=C\[C@@H](C)[C@@H](/C=N\OCC[C@H]1C=C[C@H](OC(C)=O)[C@@H](COC(C)=O)O1)NS(=O)(=O)c1ccc(C)cc1,·,·,·,9%[13.1 µM],6%[17.5 µM],·,0.0%[10.1 µM]
Cc1ccc(CNc2ccc(CNc3ncn[nH]3)cc2)cc1,-2%,-16%,17%[38.3 µM],-10%,-3%,-6%[46.1 µM],1.8%
COc1cc(NC(=O)NS(=O)(=O)c2ccc(C)cc2)cc(OC)c1,-4%,-3%,29%[38.3 µM],-28%,-3%,-11%[46.1 µM],-3.6%
CCOc1ccc(C2=Nn3c(nnc3-c3ccccn3)SC2)cc1,1%,0%,6%[38.3 µM],?,6%,-7%[46.1 µM],1.0%
Cn1c(CNC(=O)c2ccccc2F)nnc1SCC(=O)N1CCN(c2ccccc2)CC1,-2%,29%[46 µM],6%,13%,-2%,12%,0.2%
COc1cccc(N(CC(=O)NCc2cccnc2)S(C)(=O)=O)c1,-1%,4%,-3%[38.3 µM],-2%,7%,1%[46.1 µM],-1.1%
COc1ccc2sc(NC(=O)CC(C)C)nc2c1,-4%,21%,28%[38.3 µM],4%,-7%,-26%[46.1 µM],?
Cc1nc2sc(C(c3ccco3)N3CCC(Cc4ccccc4)CC3)c(O)n2n1 (stereo not given),0%,?,5%,-14%,5%,-15%[46.1 µM],-1.0%
Cc1ccc2cc(C#N)c(SCC(=O)NCC3CCCO3)nc2c1C (stereo not given),2%,11%,-16%[38.3 µM],0%,-5%,3%[46.1 µM],0.0%
CC(C)c1ccc(/C=C(\NC(=O)c2ccccc2)C(=O)NCCCN2CCOCC2)cc1,·,·,·,6%,-2%,14%,0.5%
CC(Sc1n[nH]c(N)n1)C(=O)Nc1ccc(Cl)cn1 (stereo not given),1%,·,-10%,-25%,-4%,14%,1.1%
COc1ccc(NC(=O)C(=O)N2N=C3CCCCC3C2(O)C(F)(F)F)cc1 (stereo not given),-1%,·,12%,1%,4%,-20%,0.0%
Cc1c(-c2nc(N)nc(Nc3ccccc3F)n2)oc2ccccc12,-4%,?,21%[38.3 µM],-2%,2%,?,2.9%
COc1ccc(NC(=O)Cn2nc(C(F)(F)F)c3c2CCCC3)cc1OC,2%,?,-1%,6%,0%,9%[46.1 µM],0.0%&-3.7%
COc1cc2nc(SCC(=O)c3ccc(Br)cc3)n3nc(C)nc3c2cc1OC,-2%,-14%,13%,5%,2%,10%,0.0%
CC(SC1=NCCS1)C(=O)Nc1nnc(-c2ccc(Br)cc2)s1 (stereo not given),3%,-14%,16%[38.3 µM],11%,3%,-8%[46.1 µM],1.5%
S=C(NCc1ccc(Cl)cc1)Nc1ccccc1,6%,?,-10%,-18%,3%,-52%,-1.0%
CCOCCCn1c(SCC(=O)NCc2ccco2)nc2c(sc3ccccc32)c1=O,4%,10%,21%[38.3 µM],15%,6%,-12%[46.1 µM],-0.3%
Cc1nnc(SCC(=O)N2CCN(S(=O)(=O)c3ccc(Cl)cc3)CC2)n(N)c1=O,5%,2%,-6%[38.3 µM],5%,12%,-3%[46.1 µM],-9.0%
CC(C)C(=O)N[C@H]1CCCN1C(=O)/C=C\c1ccccc1,·,·,·,8%[13.1 µM],-16%[17.5 µM],·,0.0%[10.1 µM]
CCCC(=O)Nc1ccc(Cc2ccc(NC(=O)CCC)c(C(=O)O)c2)cc1C(=O)O,1%,2%[46 µM],3%,-3%,5%,5%,-1.9%[10.1 µM]
CS(=O)(=O)c1cnc(-c2ccccc2)nc1Oc1ccc(F)cc1,1%,5%,-11%[38.3 µM],0%,-7%,12%[46.1 µM],5.2%
CC1(C(=O)OCC(=O)Nc2ccc(C(N)=O)cc2)CC1(Cl)Cl (stereo not given),-2%,·,7%,-9%,-9%,0%,1.6%
